# Pin1 inhibitor: inhibitors of human Pin1. AID 504891. Q13526. Pin1 FP peptide displacement, HiFluor488, 10 min. Potency, µM (top dose mostly 115 µM), for the others: at the highest dose activity, negative = inhibition, usual class: inhibitors. actives 0.009% (n = 390,000); active = well fitted inhibition curve with a large enough effect in the polarisation, with a control signal flat, not every such curve was filed as active; inconclusive = small, poorly fitted or top-dose-only effect, or effect the other way, or a change in a side signal; inactive = no such curve, though single readings can be large or run the other way; the % refers to the polarisation; also: % is scaled to controls: 0 for no effect and ±100 for the full control effect
# Target sequence (Q13526 whole entry, looked up): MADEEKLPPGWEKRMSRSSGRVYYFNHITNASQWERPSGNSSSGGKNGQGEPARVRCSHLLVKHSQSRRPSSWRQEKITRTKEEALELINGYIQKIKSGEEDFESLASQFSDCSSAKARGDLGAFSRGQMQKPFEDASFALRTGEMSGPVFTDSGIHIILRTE
# ERG-DNA inh: blocks human ERG Ets domain binding to DNA | P11308 | fluorescence polarization, His-ERG Ets domain / labelled DNA | Potency, µM (doses to about 76.9 µM), for inactives: top-dose FP activity, negative = inhibition, usual class: inhibitors | actives 0.028% (n = 370,000) | AID 624246; active = well fitted inhibition curve with a large enough effect in the polarisation, with a control signal flat; inconclusive = small, poorly fitted or top-dose-only effect, or effect the other way, or a change in a side signal; inactive = no such curve, though single readings can be large or run the other way; the % refers to the polarisation;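 also: polarization taken with two DNA probes labelled with fluorescein and Texas red; % of control where 0% means no effect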
#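 His-tagged ERG Ets domain (1 uM in the protein solution; 300mM KCl, 50mM Tris-HCl, 1mM EDTA, 1mM DTT, pH 7.5) received compound, then a probe mix of 5 nM fluorescein-DNA and 100nM Texas-615-DNA. Fluorescence polarization was read for both dyes.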
# JMJD2A Tudor: blocks the human JMJD2A Tudor domain; O75164; AlphaScreen JMJD2A-Tudor / H3K4me3 peptide binding; Potency, µM (series often up to 114 µM), for inactives: at the top dose activity change, negative = inhibition, usual class: inhibitors; actives 4.4% (n = 390,000); AID 504339; also: % is scaled to controls: 0 for no effect and ±100 for the full control effect; nearly all actives have a fitted effect of over 50% in size
# GLS inhibitor: glutaminase GLS (human) inhibition; Potency, µM (top dose mostly 45.5 µM), inactives show at the top dose activity change, negative = inhibition, actives largely listed as inhibitors; actives 0.21% (n = 410,000); AID 624170; GLS enzymatic activity, qHTS titration; O94925; also: % is scaled to controls: 0 for no effect and ±100 for the full control effect
#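 Human kidney-isoform GLS in 45 mM KH2PO4 pH 8.2, 0.02% Tween-20, with compound, started with 1mM L-Glutamine (added stock). Glutamate oxidase/HRP/Amplex red coupled fluorescence read at start and after 30 min at RT.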
# HP1b chromo inh: inhibitors of HP1-beta chromodomain binding to methylated histone tails. P83916. AlphaScreen HP1-beta / biotin-H3K9me3 peptide binding. Potency, µM (series often up to 114 µM), inactives show at the top dose activity change, negative = inhibition, usual class: inhibitors. actives 0.56% (n = 390,000). AID 540317; also: nearly all actives have a fitted effect of over 70% in size; inactives centre near 23
#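 Compound inhibition of the preformed complex between 50 nM HP1-beta and 50 nM biotinylated H3K9me3 peptide was read by AlphaScreen. Buffer was PBS pH 7.4 with 0.01% Tween-20. Incubations ran 30 min at room temperature, with 10 ug/mL donor/acceptor beads.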
# PGK inhibitor: inhibitors of T. brucei phosphoglycerate kinase | P07378 | PGK/GAPDH coupled, Kinase-Glo luminescence, 60 min | Potency, µM (titrated, usually from 57.5 µM), without a hit: at the top dose activity change, negative = inhibition, most hits filed as inhibitors | actives 0.043% (n = 380,000) | AID 602233; also: % is scaled to controls: 0 for no effect and ±100 for the full control effect; nearly all actives have a fitted effect of over 60% in size
#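 Recombinant glycosomal PGK reaction used 1,3-bisphosphoglycerate generated in-well by GAPDH (100nM final) in 100mM TEA pH 7.6, 5mM MgCl2, 0.01% Tween-20. After 60 minutes at room temperature, ATP was read by Kinase-Glo Plus luminescence end-point.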
# RGS4 inh: blocks human RGS4-accelerated GTP hydrolysis | P49798 | Transcreener GDP fluorescence polarization, RGS4-accelerated GTP hydrolysis | Potency, µM (highest dose often 114 µM), inactives show at the highest dose activity change, negative = inhibition, hits mostly inhibitors | actives 0.039% (n = 390,000) | AID 504845; also: % is scaled to controls: 0 for no effect and ±100 for the full control effect; nearly all actives have a fitted effect of over 75% in size; some results filed as inactive show a strong effect at the top dose
# Target sequence (P49798 whole entry, looked up): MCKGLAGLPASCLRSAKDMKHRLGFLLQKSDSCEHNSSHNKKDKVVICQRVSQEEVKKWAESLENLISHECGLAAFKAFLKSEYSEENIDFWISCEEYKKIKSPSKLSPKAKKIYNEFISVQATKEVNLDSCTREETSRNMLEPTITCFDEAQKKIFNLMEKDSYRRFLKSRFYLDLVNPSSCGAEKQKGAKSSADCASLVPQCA
#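 MLSMR compounds (23 nl, pin-transferred) preincubated 10 min at room temperature with a 500nM (2x) first reagent, then RGS4 at 900nM (2x) plus Transcreener GDP mix added; fluorescence polarization (620/688 nm) read before and after 90 min at 30 °C.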
# TrxR1 inh: rat TrxR1 inhibition. O89049. recombinant rTrxR1, NADPH fluorescence consumption, selenite substrate. Potency, µM (titrated, usually from 114 µM), without a hit: at the highest dose activity change, negative = inhibition, hits mostly inhibitors. actives 1% (n = 390,000); also: % is scaled to controls: 0 for no effect and ±100 for the full control effect; nearly all actives have a fitted effect of over 65% in size
#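 Rat TrxR1 (90 nM in the dispensed reagent) was pre-reduced with 400 uM NADPH for 5 min at room temperature, then incubated with compound for 15 min. After 400 uM selenite was added, NADPH fluorescence (Ex 340/Em 450 nm) was followed for 8 min.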
# 12-LOX inh: blocks human arachidonate 12S-lipoxygenase; actives 1.1% (n = 580,000); AID 1671190; Potency, µM (highest dose often 108 µM), inactives show top-dose activity change, negative = inhibition, most hits filed as inhibitors; purified 12hLO, xylenol orange hydroperoxide absorbance; also: % is scaled to controls: 0 for no effect and ±100 for the full control effect
# Target sequence (P18054 whole entry, looked up): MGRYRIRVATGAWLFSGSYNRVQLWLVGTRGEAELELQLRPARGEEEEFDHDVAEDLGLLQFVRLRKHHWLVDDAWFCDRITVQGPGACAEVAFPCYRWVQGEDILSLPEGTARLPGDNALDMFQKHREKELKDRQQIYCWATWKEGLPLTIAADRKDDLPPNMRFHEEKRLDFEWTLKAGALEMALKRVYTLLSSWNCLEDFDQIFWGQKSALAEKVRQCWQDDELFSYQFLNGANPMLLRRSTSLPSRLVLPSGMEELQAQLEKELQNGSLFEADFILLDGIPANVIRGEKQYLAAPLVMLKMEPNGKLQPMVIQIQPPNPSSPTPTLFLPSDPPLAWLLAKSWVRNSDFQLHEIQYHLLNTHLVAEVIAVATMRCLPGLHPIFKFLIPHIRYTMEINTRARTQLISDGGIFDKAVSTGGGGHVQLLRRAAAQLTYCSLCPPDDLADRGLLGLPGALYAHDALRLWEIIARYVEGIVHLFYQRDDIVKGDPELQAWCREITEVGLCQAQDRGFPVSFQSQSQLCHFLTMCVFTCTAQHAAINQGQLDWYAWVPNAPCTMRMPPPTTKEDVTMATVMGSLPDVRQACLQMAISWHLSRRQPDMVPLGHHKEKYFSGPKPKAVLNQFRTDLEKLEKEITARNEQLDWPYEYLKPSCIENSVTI
#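 Hydroperoxide product was detected by ferrous iron/xylenol orange as the 573 to 405 nm absorbance ratio. Arachidonic acid at 40 uM (final) was turned over for 30 min at room temperature by 150 nM human 12hLO, pH 7.0 Hepes buffer, after 15 min compound preincubation.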
# * hit, by the source's call; i = inactive; ? = inconclusive; . = no result given; [ ] = another dose, or the depositor's remark. Unless noted, calls follow the shape of the dose curve; as a rule, active = well fitted curve in the direction sought with a large enough effect; inconclusive = small, poorly fitted or top-dose-only effect, or another doubt; inactive = no such curve, though single readings can be large; an effect the other way counts as inactive or inconclusive. Potency is read from the fitted curve at half-maximal effect. The list is partial. The share of hits here may be higher or lower than overall.
SMILES,Pin1 inhibitor,ERG-DNA inh,JMJD2A Tudor,GLS inhibitor,HP1b chromo inh,PGK inhibitor,RGS4 inh,TrxR1 inh,12-LOX inh
CCOC(=O)c1c(-c2ccccc2)csc1NC(=O)CSc1nncs1,81%[activator],9%,-20%,2%,40%[activator],-4%,-30%,-17%,-7%
N#CCc1cnc2ccccc2n1,?,26%,-21%,3%,19%,-1%,3%,8%,-8%
O=c1c2ccccc2nc2sc(Nc3ccc(F)cc3)nn12,10%,.,-11%,-12%,38%[activator],-9%,-10%,13%,?
O=C(CSCCc1ccccn1)Nc1cccnc1Cl,-10%,-6%,-9%,-6%,23%,6%,-25%,17%,4%
Cc1nnc(NC(=O)c2ccc(C)c(S(=O)(=O)N3CCOCC3)c2)s1,1%,.,-1%,-13%,27%,-10%,-8%,9%,-9%
O=C1CCc2cc(S(=O)(=O)N3CCC(C(=O)NC4CCCC4)CC3)ccc2N1,4%,-2%,-6%,-1%,50%[activator],-5%,4%,16%,-6%
CCCC(=O)N1c2ccccc2NC2=C(C(=O)CCC2)C1c1ccc(F)cc1 (stereo not given),-1%,.,-10%,0%,10%,i,-9%,-17%,15%
CCc1cccc(N(C)C(N)=Nc2cccc3ccccc23)c1,2%,-16%,-7%,61%[activator],1%,-6%,-8%[56.9 µM],13%[57.1 µM],1%
N#CCCn1nc2c(c1N)CCC2,-5%,-2%,-14%,18%,21%,i,-7%,3%[11.4 µM],-4%
O=C(NN1C(=O)C2C3C=CC(C3)[C@H]2C1=O)c1cccnc1 (stereo not given in full),3%,-3%,4%,-8%,31%,-9%,-20%,9%,-17%
NC(CC(=O)O)c1ccc(Br)cc1 (stereo not given),-1%,-4%,-16%,0%,12%,-1%,-19%,?,?
O=C(N/N=C/c1c[nH]c2ccccc12)c1cc2ccccc2o1,3%,7%,2%,15%,40%[activator],-7%,10%,9%,1%
N#Cc1cccc(S(=O)(=O)NNC(=O)C23CC4CC(CC(C4)C2)C3)c1,2%,3%,-2%,-13%,39%,-2%,-8%,14%[57.1 µM],-2%
Cn1cccc1C(=O)NC(=O)COC(=O)Cc1coc2ccc3ccccc3c12,37%[activator],9%,-31%[57.1 µM],?,-22%,-7%,-7%,11%,0%
CCS(=O)(=O)N1Cc2ccccc2CC1C(=O)Nc1cccc(C)c1 (stereo not given),1%,10%,-11%,4%,36%,0%,35%,13%,-3%
CC(C)Oc1ccc(CNC(=O)Cc2ccc(NC(=O)N3CCSc4ncccc43)cc2)cc1,-4%,1%,-5%,-12%,39%[activator],-8%,8%,23%,-26%
CCN(CC)CCCCCC(=O)Nc1ccccc1C(=O)Nc1ccccc1,4%,-5%,-10%,6%,16%,-7%,23%,-1%[57.1 µM],0%
COC(=O)c1cccc(S(=O)(=O)N2CCC(c3nc4ccccc4o3)CC2)c1,3%,.,-21%,-3%,31%,.,11%,10%[57.1 µM],2%
Nc1nc(-c2ccc(F)cc2)cc(C(F)(F)F)n1,4%,-2%,4%[57.1 µM],-2%,-1%,-7%,5%[11.4 µM],31%,0%
CCC(OC(=O)c1ccco1)C(=O)NCc1ccc(OC)cc1 (stereo not given),-2%,-5%,3%,10%,15%,3%,6%,13%,-1%

# Ordered by the number under GLS inhibitor (smallest number first): some entries from above.
SMILES,Pin1 inhibitor,ERG-DNA inh,JMJD2A Tudor,GLS inhibitor,HP1b chromo inh,PGK inhibitor,RGS4 inh,TrxR1 inh,12-LOX inh
Nc1nc(-c2ccc(F)cc2)cc(C(F)(F)F)n1,4%,-2%,4%[57.1 µM],-2%,-1%,-7%,5%[11.4 µM],31%,0%
NC(CC(=O)O)c1ccc(Br)cc1 (stereo not given),-1%,-4%,-16%,0%,12%,-1%,-19%,?,?
CCS(=O)(=O)N1Cc2ccccc2CC1C(=O)Nc1cccc(C)c1 (stereo not given),1%,10%,-11%,4%,36%,0%,35%,13%,-3%
O=C(N/N=C/c1c[nH]c2ccccc12)c1cc2ccccc2o1,3%,7%,2%,15%,40%[activator],-7%,10%,9%,1%

# Next section
SMILES,Pin1 inhibitor,ERG-DNA inh,JMJD2A Tudor,GLS inhibitor,HP1b chromo inh,PGK inhibitor,RGS4 inh,TrxR1 inh,12-LOX inh
CS(=O)(=O)N(CC(=O)N/N=C/c1ccc(OCC(=O)N2CCOCC2)cc1)c1ccccc1Cl,3%,4%,-8%,4%,42%[activator],-6%,-4%,-16%,25%
CCOc1ccccc1NC(=O)CCn1c(-c2ccc(OC)cc2)cc(C(C)=O)c1C,-6%,-3%,-30%,3%,16%,-9%,-48%,15%[57.1 µM],-17%
O=C(N/C(=C\c1ccc([N+](=O)[O-])cc1)C(=O)N1CCOCC1)c1ccco1,-10%,0%,-5%,0%,-3%,-1%,-12%,-7%,?
Cc1ccc(-c2cc(C(=O)N/N=C/c3c[nH]c4ccccc34)[nH]n2)cc1,0%,?,-20%,1%,24%,0%,-21%,3%[57.1 µM],-12%
O=C(N/N=C/c1cc(Br)c(O)c([N+](=O)[O-])c1)C(O)(c1ccccc1)c1ccccc1,?,-4%,?,3%,5%,4%,-10%,-19%,29%
Cc1ccc(S(=O)(=O)N2CCOC2CNC(=O)C(=O)NCCc2ccc(S(N)(=O)=O)cc2)cc1 (stereo not given),-6%,-7%,-4%,-4%,6%,-1%,-15%,21%,11%
CCOc1cc(NC(=S)NCCCN2CCOCC2)c(OCC)cc1NC(=O)C1CC1,-10%,-12%,3%,24%,16%,-4%,-30%,?,5%
COc1ccc(NC2=C(c3ccc(C(F)(F)F)cc3)C(=O)c3ccccc32)cc1,31%[activator],-7%,-4%,-6%,21%,-8%,-6%,12%,-12%
Cc1ccc(OCC(O)CN2CCN(CC(O)COc3ccc(C)cc3)CC2)cc1 (stereo not given),4%,4%,-5%[57.1 µM],15%,5%,i,4%,-1%,-25%
CCc1onc(C)c1C(=O)Nc1ccc(N2CCOCC2)cc1,1%,1%,-8%,26%,24%,-6%,4%,7%,163%[activator]
CC1(C)CC(N(Cc2cccs2)C(=O)c2ccco2)CCO1 (stereo not given),2%,-4%,-6%,8%,30%,7%,-25%,-65%,?
COc1ccc(-c2cc(=O)c3c(C)cc(O)cc3o2)cc1,?,15%,-24%,-4%,27%,-21%,?,2%[11.4 µM],?
COCCNC(=O)C1CCN(C(=O)C2CC(=O)N(c3ccc(C)cc3)C2)CC1 (stereo not given),8%,9%,-11%,0%,38%,0%,20%,-6%[57.1 µM],-3%
O=C(NNC(=O)c1cc(Br)c(Br)s1)c1ccncc1,0%,.,-13%,39%[activator],17%,1%,0%,-2%,143%[activator]
c1nnn(C23CC4CC(CC(C4)C2)C3)n1,-2%,2%,-10%,6%,25%,-7%,-4%,9%,-15%
CCN(C(=O)Cc1c(C(=O)O)n(C)c2ccccc12)c1ccc(F)cc1,5%,-2%,-5%,13%,12%,3%,7%,9%[57.1 µM],-11%
O=C(NC(=S)N1CCN(Cc2ccccc2)CC1)c1ccccc1,4%,3%,?,9%,13%,1%,-29%,-24%,0%
CCOC(=O)C1=C(C)N=C2SC(C(=O)OC)=CC(=O)N2C1c1ccc(OC)cc1 (stereo not given),-3%,15%,?,-7%,?,i,-19%,19%[57.1 µM],-24%
CCC(C)Sc1nc2c(cnn2-c2ccc(F)cc2)c(=O)[nH]1 (stereo not given),-2%,-7%,-14%,-4%,5%,-1%,2%,18%[57.1 µM],0%
Cc1ccc(N2C(=O)C3C4CC(=O)C(c5ccccc54)C3C2=O)cc1C (stereo not given),-1%,5%,-4%,-9%,35%,-5%,-16%,4%,-12%
CN(Cc1ccc2ccccc2c1)C(=O)c1ccc(C(F)(F)F)cc1,.,6%,40%[activator],-6%,32%[activator],i,10%,11%,-8%
CCN(CC(=O)Nc1c(F)cccc1F)C(=O)c1ccc(S(=O)(=O)N2CCC(C)CC2)cc1,-3%,1%,-8%,0%,38%,-6%,-34%,-12%,12%
Cc1cc(C)c(C#N)c(SCc2cc3c(cc2Cl)OCO3)n1,0%,.,10%,4%,28%,-26%,-34%,19%,14%
COC(=O)c1ccc(NCC(=O)c2ccccc2)cc1,-1%,-2%,-11%,15%,44%[activator],-19%,0%,-4%,?
CN(c1ccc(C(=O)N2CCCCC2)cc1)S(=O)(=O)c1ccccc1,-7%,1%,5%,4%,7%,-9%,24%,13%,0%
N#C/C(=C\c1cccc([N+](=O)[O-])c1)c1ccccn1,-2%,-8%,-22%,18%,27%,-6%,-24%,-4%,-27%
COc1ccccc1C(=O)C1CCCN(C(=O)CSc2ccccn2)C1 (stereo not given),-8%,0%,-8%,-6%,20%,-1%,-5%,6%[57.1 µM],7%
CC1CCC2(CC1)NC(=O)N(CC(=O)Nc1ccc3c(c1)CCC3)C2=O (stereo not given),-5%,0%,-11%,0%,26%,0%,-59%,9%,-3%
C[C@H](CO)N1C[C@H](C)[C@@H](CN(C)S(=O)(=O)c2cn(C)cn2)Oc2c(NS(=O)(=O)c3ccccc3)cccc2C1=O,2%,3%,1%,-5%,74%[activator],-7%,-13%,10%,6%
COCCN(C(=O)CC1C(=O)NCCN1CC(c1ccccc1)c1ccccc1)C(C)C (stereo not given),2%,3%,-18%,2%,45%[activator],2%,31%,-9%,-19%

# Source: PubChem (National Center for Advancing Translational Sciences (NCATS))
